Compound activity from PubChem BioAssay.
ABCB1 inh – human ABCB1 inhibition, ABCG2 as counter-screen; AID 1326; CCRF-Adr cells, JC-1 efflux, flow cytometry; 190,000 compounds, 0.067% hits; inhibition, % at 6.6 µM; in the data active = inhibition above about 40%;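 note: 0% = vehicle and 100% = reference inhibitor; higher value means more JC-1 retained so stronger ABCB1 efflux block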
RGS7-Gao – regulators of human RGS7-Galphao interaction; 220,000 compounds, 0.35% hits; AID 1439; P09471; binding response (% of control), % at 10 µM; Multiplexed bead flow cytometry, RGS7-Galphao binding; actives lie on both sides; in the data active = binding response below about 49% or above about 150%; inconclusive = no clear call, values can overlap the other calls; inactive = in between;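 note: fluorescent Galphao held in activated GDP-AlF4 state binding bead-coupled RGS7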
Target sequence (P09471 whole entry, looked up): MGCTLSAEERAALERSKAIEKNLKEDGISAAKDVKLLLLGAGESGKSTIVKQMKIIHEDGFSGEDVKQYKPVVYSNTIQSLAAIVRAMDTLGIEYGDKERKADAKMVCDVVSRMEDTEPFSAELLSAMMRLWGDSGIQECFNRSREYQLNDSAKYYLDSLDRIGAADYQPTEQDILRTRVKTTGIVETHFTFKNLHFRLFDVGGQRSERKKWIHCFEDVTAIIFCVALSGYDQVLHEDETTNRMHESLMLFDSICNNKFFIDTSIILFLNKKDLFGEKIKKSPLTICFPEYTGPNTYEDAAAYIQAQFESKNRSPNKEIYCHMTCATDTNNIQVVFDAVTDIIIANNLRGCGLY
Bfl-1 Bim block – disrupts Bim binding to human Bfl-1. Q16548. Bead-based flow cytometry, Bim-Bfl-1 binding inhibition. inhibition, % at 10 µM. 190,000 compounds, 0.12% hits;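 note: 0% = wells without compound plus tracer and 100% = blocker peptide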
RGS8-Gao – human RGS8-Galphao interaction regulation; P09471; multiplexed bead flow cytometry, RGS8-Galphao binding; actives lie on both sides; response (percent of control binding), % at 10 µM; 220,000 compounds, 0.34% hits; AID 1423; in the data active = response below about 60% or above about 140%; inactive = in between;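 note: Galphao activated as the GDP aluminium fluoride complex binding bead-coupled RGS8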
Bcl-W Bim block – inhibitors of Bim-Bcl-W interaction, human. Q92843. bead-based flow cytometry, Bim peptide-Bcl-W binding. inhibition, % at 10 µM. 190,000 compounds, 0.02% hits;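 note: 0% = bound tracer without compound and 100% = peptide blocker; higher means less fluorescent Bim peptide bound to Bcl-W beads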
Target sequence (Q92843 whole entry, looked up): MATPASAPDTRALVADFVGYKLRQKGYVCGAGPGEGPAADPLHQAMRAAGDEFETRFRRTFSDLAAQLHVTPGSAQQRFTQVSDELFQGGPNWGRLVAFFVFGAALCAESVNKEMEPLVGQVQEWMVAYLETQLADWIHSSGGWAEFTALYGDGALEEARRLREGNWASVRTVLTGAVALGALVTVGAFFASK
GSH fluor – compound fluoresces at 488/530 nm on GSH beads; GSH beads flow cytometry, compound fluorescence 488/530 nm; stronger effect = higher value; fluorescence (KMESF) at 10 µM; 190,000 compounds, 0.25% hits; in the data active = fluorescence above about 89;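 note: glutathione beads carrying GST-tagged Bcl family fusion proteins plus one bare bead set; values are compound well signal with DMSO vehicle wells as background; inactives centre near 16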
RGS4-Gao reg – modulates binding of RGS4 to human Galphao | AID 1415 | 220,000 compounds, 0.33% hits | binding response (% of control), % at 10 µM | Multiplexed bead flow cytometry; actives lie on both sides | P09471; in the data active = binding response below about 49% or above about 150%; inactive = in between;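 note: fluorescent Galphao activated with aluminum fluoride binding bead-coupled RGS4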
ABCG2 block – inhibitors of human ABCG2 transporter, ABCB1 counter-screen. Q9UNQ0. inhibition, % at 6.6 µM. 190,000 compounds, 0.1% hits. IgMXP3 cells, JC-1 efflux, flow cytometry;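 active = inhibition above 80%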;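 note: 0% = DMSO and 100% = nicardipine control wells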
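Test system: IgMXP3 (ABCG2) plus far-red-tagged CCRF-Adr (ABCB1) cells. Reagent: JC-1 dye as substrate. Timing: 10 min exposure at 25 °C with rotation, no wash. Measured by: flow cytometric JC-1 green MFI at 530 nm. Read-out: percent efflux inhibition, scaled nicardipine 100% to DMSO 0%. Control set: nicardipine and DMSO wells.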
Bcl-B Bim block – disrupts Bim peptide binding to human Bcl-B; Q9HD36; bead-based flow cytometry; inhibition, % at 10 µM; 190,000 compounds, 0.073% hits;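 note: 0% = tracer peptide without compound and 100% = reference inhibitor peptide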
Target sequence (Q9HD36 whole entry, looked up): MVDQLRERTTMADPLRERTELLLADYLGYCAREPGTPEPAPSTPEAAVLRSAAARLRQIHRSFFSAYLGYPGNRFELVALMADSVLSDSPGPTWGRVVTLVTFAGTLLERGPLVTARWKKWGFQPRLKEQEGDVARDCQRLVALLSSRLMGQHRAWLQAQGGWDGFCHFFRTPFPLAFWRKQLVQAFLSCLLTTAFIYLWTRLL
Bim-Bcl-XL – inhibitors of Bim-Bcl-XL interaction, human | Q07817 | Bim peptide-Bcl-XL binding, bead flow cytometry, fluorescence | inhibition, % at 10 µM | 190,000 compounds, 0.04% hits | AID 1007
Target sequence (Q07817 whole entry, looked up): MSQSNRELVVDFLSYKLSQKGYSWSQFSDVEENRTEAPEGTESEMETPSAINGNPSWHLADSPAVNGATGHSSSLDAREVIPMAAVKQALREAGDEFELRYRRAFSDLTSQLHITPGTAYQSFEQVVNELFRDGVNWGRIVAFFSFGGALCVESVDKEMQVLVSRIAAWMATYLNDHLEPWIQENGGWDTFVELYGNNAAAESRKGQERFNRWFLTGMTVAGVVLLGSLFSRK
Bcl-2 Bim block – human Bim-Bcl-2 interaction inhibition. AID 950. inhibition, % at 10 µM. Bead-based flow cytometry, Bim peptide-Bcl-2 binding. 190,000 compounds, 0.06% hits. P10415; in the data active = inhibition above about 40%; inconclusive = no clear call, values can overlap the other calls;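 note: 0% = no compound wells with probe peptide and 100% = reference peptide inhibitor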
An asterisk follows results filed as active; ? = inconclusive; [ ] = remark or other dose. Cut-off read from the data, not from the text of the source, unless noted: active = inhibition above about 40%. This is a random part of the collection; overall some 1.1% were active at least once.

SMILES	ABCB1 inh	RGS7-Gao	Bfl-1 Bim block	RGS8-Gao	Bcl-W Bim block	GSH fluor	RGS4-Gao reg	ABCG2 block	Bcl-B Bim block	Bim-Bcl-XL	Bcl-2 Bim block
CCCCC[n+]1cccc2c3ccccc3ccc21	-0.2	111	-4	105	-4	9	110	-1	-2	-3	0
CCCCC(=O)Nc1ncc(Br)s1	3.5	103	-16	108	-2	32	105	19	-10	-5	-11
CCCCCOC(=O)Cn1c(=O)oc2ccc(C)cc21	0.2	96	0	95	-1	6	95	1	-2	-2	0
O=C(CN1CCCCCC1)N/N=C/c1cccc(Cl)c1	0.5	101	0	100	-1	9	98	4	-5	-5	-2
CCN1CCN(C(=S)NCC2CCCO2)CC1 (stereo not drawn)	-0.4	93	-3	96	1	21	95	-3	-1	-4	-3
Cc1c(-c2nc(-c3cccnc3)no2)cccc1[N+](=O)[O-]	2.8	?	-6	106	-2	11	106	23	-2	1	-6
Cc1ccc(-c2nn3c(C)nnc3c3ccccc23)cc1S(=O)(=O)NCCO	0.3	172*[activator]	-3	105	0	24	115	2	-2	-1	-3
CCCN(CCC)CCCNC(=O)C1c2cc(OC)c(OC)cc2C(=O)N(C)C1c1cccnc1 (stereo not drawn)	-0.1	100	-5	99	0	14	101	0	-1	0	-2
CCC(=O)Nc1c(C)c(CC)nc2ccccc12	0.7	101	-13	102	0	37	102	3	-8	-2	-7
O=C(COc1ccccc1C(=O)Nc1ccccc1)c1ccc(Br)cc1	-0.2	?	8	104	-1	17	103	0	4	0	3
c1ccc2sc(SCc3ccc(-c4nnco4)cc3)nc2c1	0.3	98	-2	99	0	37	97	36	0	-4	-1
COc1ccc(NC(=O)/C(C#N)=C/c2cc(C)n(-c3ccc(N4CCOCC4)c([N+](=O)[O-])c3)c2C)cc1	0.4	95	-9	100	-4	15	97	-5	-6	-6	-5
O=C(N/N=C/c1ccco1)c1ccccn1	0.0	103	-2	103	1	25	105	0	-2	0	-3
CS(=O)(=O)Nc1ccc2c(c1)nc1n2CCOC1	0.7	95	0	93	-5	9	93	2	0	-6	-3
O=C(CN1CCCCC1)N/N=C/c1ccccc1OCc1ccccc1	0.3	100	-3	105	-4	12	102	0	-5	-7	-3

Ordered by SMILES length (ascending): part of the list above.
SMILES	ABCB1 inh	RGS7-Gao	Bfl-1 Bim block	RGS8-Gao	Bcl-W Bim block	GSH fluor	RGS4-Gao reg	ABCG2 block	Bcl-B Bim block	Bim-Bcl-XL	Bcl-2 Bim block
CCCCC(=O)Nc1ncc(Br)s1	3.5	103	-16	108	-2	32	105	19	-10	-5	-11
CCN1CCN(C(=S)NCC2CCCO2)CC1 (stereo not drawn)	-0.4	93	-3	96	1	21	95	-3	-1	-4	-3
CCCCC[n+]1cccc2c3ccccc3ccc21	-0.2	111	-4	105	-4	9	110	-1	-2	-3	0
CS(=O)(=O)Nc1ccc2c(c1)nc1n2CCOC1	0.7	95	0	93	-5	9	93	2	0	-6	-3
O=C(COc1ccccc1C(=O)Nc1ccccc1)c1ccc(Br)cc1	-0.2	?	8	104	-1	17	103	0	4	0	3

(list continues)
SMILES	ABCB1 inh	RGS7-Gao	Bfl-1 Bim block	RGS8-Gao	Bcl-W Bim block	GSH fluor	RGS4-Gao reg	ABCG2 block	Bcl-B Bim block	Bim-Bcl-XL	Bcl-2 Bim block
COc1ccccc1C(=O)N/N=C/c1cnc2ccccc2n1	0.1	104	-2	106	-4	9	106	2	-3	-3	-2
COc1ccc(-c2noc(-c3ccccc3C(=O)Nc3cccnc3)n2)cc1	0.2	102	-10	101	0	22	100	2	-10	-6	-8
COc1ccc(S(=O)(=O)N2CCc3ccccc3C2)cc1OC	-0.6	98	-5	102	-2	36	99	0	1	-3	-4
COc1ccc2c(c1)CCc1c(C(=O)N3CCCCCC3)noc1-2	1.3	100	5	104	8	23	99	4	9	2	5
COc1cccc(C(=O)Oc2ccc(N3C(=O)CCC3=O)c(C)c2)c1	0.6	?	-6	102	-4	20	101	6	-3	-6	-4
CCOC(=O)C1CCCN(Cc2c(F)cccc2Cl)C1 (stereo not drawn)	1.5	100	-16	103	0	36	101	4	-7	-2	-10
CCCCC(=O)N/N=C/c1cc([N+](=O)[O-])ccc1N1CCOCC1	-0.5	94	-2	106	-3	20	95	-1	-8	-4	-2
Cc1sc2nc(-c3cccnc3)[nH]c(=O)c2c1-c1ccccc1	0.9	109	4	95	-1	12	101	3	-29	-7	-3
O=c1nc2n(c3cccc(Cl)c13)CCCCC2	0.1	89	-3	99	-1	21	96	7	-6	1	0
C=CCN1C(=O)/C(=C/c2ccc(O)c(OC)c2)S/C1=N/c1nccs1	1.5	104	0	101	1	22	100	4	0	-2	1
COc1ccc(-c2csc(NCc3ccco3)n2)cc1	0.1	113	2	105	-2	12	111	3	-6	-1	-1
O=C(Cn1nnc2ccccc2c1=O)NCc1ccco1	1.6	107	-1	104	1	10	110	15	0	0	0
O=C(CCc1nc2ccccc2n1-c1ccccc1)NCCO	0.6	98	-1	98	-5	7	98	9	-7	-5	-4
O=C(N/C(=C/c1ccccc1Cl)C(=O)N1CCCC1)c1ccccc1	-0.1	100	-4	101	1	12	101	0	0	0	1
CCOC(=O)CNC(c1ccccc1)c1cc(Br)ccc1NC(=O)CCN1CCOCC1 (stereo not drawn)	5.4	101	2	101	-3	9	103	17	-6	-11	0
CCC(=O)N1CCN(c2ccc(OC)cc2[N+](=O)[O-])CC1	0.4	105	-16	100	-4	13	104	1	-7	-5	-5
COc1ccc(C2C3=C(CCCC3=O)Nc3nc(C(F)(F)F)nn32)c(OC)c1OC (stereo not drawn)	1.6	96	0	93	-3	19	95	5	-5	-2	0
O=C(c1cccnc1NCc1ccc(F)cc1)N1CCOCC1	0.8	105	-11	101	-2	38	101	3	-8	-11	-13
CN(Cc1ccccc1)c1nc2c(c(=O)n(C)c(=O)n2C)n1CCCc1ccccc1	1.1	102	0	99	-1	24	99	1	-5	-5	0
O=C(NCCCO)NC(=S)c1cccc2ccccc12	0.1	?	-5	100	-2	18	101	6	-6	-2	-6
COCCn1c(-c2ccc(OC)cc2)cnc1SCC(=O)Nc1ccc(OC)cc1OC	0.7	103	-3	101	-2	8	104	-1	-4	-4	-6
CC(C)(C)NC(=O)CSc1nnc(Cc2ccccc2)n1CC1CCCO1 (stereo not drawn)	0.6	101	-7	103	0	24	100	1	0	0	0
O=[N+]([O-])c1nn(-c2ccc3c(c2)OCCO3)n(O)c1=NC1CCCCC1	2.4	104	-19	101	0	22	102	43	-8	-6	-12
CCC(=O)NC(/C=C/c1ccccc1)c1cc([N+](=O)[O-])c2cccnc2c1O (stereo not drawn)	-0.1	99	3	94	-3	15	99	-1	-6	-8	-3
C/C(=N\NC(=S)NCc1ccccc1)c1ccc2c(c1)OCCO2	1.3	?	-7	100	-4	9	98	15	-3	-2	-3
CS(=O)(=O)N1N=C(c2ccco2)CC1c1ccc(Cl)cc1 (stereo not drawn)	0.0	94	-13	99	-6	17	98	0	-13	-10	-4
Cc1cc(Br)ccc1OCC(=O)NNC(=O)c1cnccn1	0.7	98	-4	101	0	7	100	12	-3	-1	-5
O=c1[nH]c(NCc2ccccc2)nc2c1CCC2	1.0	100	-6	104	-3	14	103	19	-7	-6	-10
COCCSc1nnc(NC(=O)CSc2ccccc2)s1	0.5	100	-15	107	-1	25	107	5	-6	-4	-16
COc1cccc(C2=NC(C)(C)NC(c3ccccc3O)C2)c1 (stereo not drawn)	1.1	100	0	100	-1	14	99	3	-2	-1	-2
N/C(Cc1ccc([N+](=O)[O-])cc1)=N\OC(=O)c1ccc(Br)cc1	-0.2	96	5	99	3	13	102	6	-22	-5	-7
O=C(/C=C/c1ccccc1)NC(=S)Nc1ccc(N2CCOCC2)cc1	0.8	102	0	97	0	10	101	2	0	2	0
CCOC(=O)C1CCCCN1C(=O)CCc1c(C)nc2ncnn2c1C (stereo not drawn)	0.0	97	-11	102	-2	13	97	0	-9	-6	-13
COC(=O)Cc1ccc(NC(=O)c2ccccc2Br)cc1	0.4	?	-2	28*	0	16	33*	5	-3	-1	-3
CCN(CC)c1ccc(NC(=O)c2ccc(Br)o2)c(C)c1	0.0	110	-12	100	-1	26	103	1	-9	-10	-10
O=C(NCc1ccco1)/C(=C/c1cccnc1)NC(=O)c1cccc(Br)c1	0.0	104	0	102	-2	22	107	0	-1	0	-2
Cc1ccc(S(=O)(=O)C(c2ccccc2)c2c(C)noc2C)cc1 (stereo not drawn)	-0.1	106	-1	106	2	10	106	0	-3	-5	0
C=C(C)COc1ccc(-c2[nH]ncc2Oc2cccc(OC)c2)c(O)c1	-0.1	101	0	98	1	11	103	2	-1	0	-1
COC(=O)c1ccc(NC(=O)c2cn(-c3ccccc3)nc2-c2ccncc2)cc1	0.9	103	-10	102	1	21	104	1	-5	-8	-7
CC(C(=O)NN=C(c1ccccc1)c1ccccc1)N1CCCC1 (stereo not drawn)	0.7	101	3	100	4	21	98	3	-2	0	0
Cc1cccc(CN2CCN(CC(=O)NCCCN3CCN(c4ccc(F)cc4)CC3)C2=O)c1	0.3	101	-3	105	-1	19	99	1	-3	-1	0
COC(=O)c1sccc1NC(=O)CN(C)NS(=O)(=O)c1ccc([N+](=O)[O-])cc1	0.2	99	-4	102	-2	14	103	1	-5	-5	-5
Cc1onc(-c2ccccc2)c1C(=O)Nc1nnc(-c2ccncc2)s1	0.8	101	-1	97	-1	11	103	5	0	-2	0
COc1cc2c(cc1OC)C(c1ccc(N(C)C)cc1)CC(=O)N2 (stereo not drawn)	0.2	91	1	99	0	15	92	2	0	0	-1
COc1ccc(C(O)Cc2nc3ccccc3n2C)cc1OC (stereo not drawn)	0.4	103	-1	100	-7	61	100	1	-6	-3	-2
CC(=O)NC(=O)c1nnn(Cc2ccccc2)c1NC(C)=O	1.0	91	-18	97	-2	22	96	5	-8	-10	-10
CC1(C)CC2CC(C)(CN2C(=O)COC(=O)CNC(=O)c2ccc(Cl)c(Cl)c2)C1 (stereo not drawn)	0.8	101	-11	102	-4	20	101	3	-10	-6	-6
COCC(C)N1CC(O)=C(c2nc(-c3ccc(Cl)cc3)cs2)C1=N (stereo not drawn)	-0.2	?	6	101	4	15	108	1	3	0	4
CC(CC(=O)Nc1nc2ccccc2[nH]1)n1ccnc1 (stereo not drawn)	0.1	?	4	102	0	12	103	0	2	0	2
CCCn1c(C)cc(C(=O)COc2ccc(C)nc2[N+](=O)[O-])c1C	1.2	98	-4	100	-1	11	99	19	-8	-4	-2
CCN(CC)S(=O)(=O)c1ccc(C(=O)NNC(=O)C2CCN(S(=O)(=O)c3ccc(Cl)cc3)CC2)cc1	0.1	102	0	102	0	18	101	-1	-2	-8	-1
COc1ccc(CNC(=O)C(CCSC)NC(=O)c2ccco2)cc1 (stereo not drawn)	0.5	103	1	99	1	17	102	4	1	1	3
